aSyn tox rescue – qHTS of alpha-syn Inhibitors: NCGC Sytravon Library Screen. S. cerevisiae alpha-synuclein toxicity rescue, BacTiter-Glo growth, 24 h. Potency, µM (highest dose often 46.1 µM), for the others: at the highest dose growth rescue (activation), most hits filed as activators. 94,000 tested, 0.02% active. AID 1347070, 2019; active means well fitted activation curve with a large enough effect; inconclusive means small, poorly fitted or top-dose-only effect; further: 0% is about no effect
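Growth restoration measured by BacTiter-Glo luminescence after 24 hr at 30 deg C; alpha-synuclein yeast, raffinose-pregrown to mid-log, were added at OD600=0.02 in galactose medium onto pinned compounds.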
Starred values were filed as active, the others as inactive; ? = inconclusive; [ ] = another dose, or the depositor's remark. Potency means the concentration at half of the fitted maximal effect. Not all compounds are listed. The share of hits here may be higher or lower than overall.

| SMILES | aSyn tox rescue |
| --- | --- |
| COc1ccc(N2CCN(C(=O)CNC(=O)c3nn(-c4ccc(OC)cc4)c(=O)c4ccccc34)CC2)cc1 | -3% |
| CCc1cc(C(=O)Nc2c(C)nn(Cc3ccccc3Cl)c2C)no1 | 2% |
| Cc1cccc(C)c1OCc1nc2c3c(-c4ccccc4)c(-c4ccccc4)oc3ncn2n1 | 5% |
| CC(C)CN(C(=O)COC(=O)c1ccc(Br)o1)c1c(N)n(Cc2ccccc2)c(=O)[nH]c1=O | 6% |
| CCNc1c(NC(=O)c2cc(OCC)c(OCC)c(OCC)c2)c(=O)oc2ccccc12 | -5% |
| Cc1snc(SCC(=O)c2ccc(F)cc2)c1C#N | 6% |
| CC(CCc1ccccc1)NC(=O)Cn1ncc2c3ccccc3n(Cc3cccc(Cl)c3)c2c1=O (stereo not given) | -4% |
| COc1ccc(N2C(=O)CSC23C(=O)N(Cc2cccc(F)c2)c2ccccc23)cc1Cl (stereo not given) | 6% |
| O=C(CSc1cn(CC(=O)N2CCOCC2)c2ccccc12)Nc1ccccc1F | 2% |
| COc1ccc(C2=NO[C@@H]3C(=O)N(Cc4ccccc4)C(=O)[C@H]23)c(OC)c1 | -3% |
| CCN(CC(=O)Nc1c(F)cccc1F)C(=O)CCc1nc2ccccc2c(=O)[nH]1 | 3% |
| CCOc1ccc(-c2nnc(SCC(=O)NCc3ccc(C)cc3)nc2-c2ccc(OCC)cc2)cc1 | -10% |
| COc1ccc(C2c3ccc(O)cc3Oc3ncn(CCN4CCOCC4)c(=N)c32)cc1 (stereo not given) | -1% |
| CCCc1cc(C(=O)Nc2cc(C)ccc2O)no1 | -6% |
| Cc1ccccc1-c1nnc(SCC(=O)NC2CCCC2)n1C | 0% |
| CCN(CC)CCNc1c(C)cc(CO)c(Cl)c1C | -7% |
| Cc1ccc(CNC(=O)CCC2CCCN(Cc3cccc4c3OCO4)C2)o1 (stereo not given) | -14% |
| N#C/C(=C(/O)COc1ccccc1)c1nc2ccccc2s1 | 2% |
| C[C@@H]1CCCCO[C@@H](CN(C)S(=O)(=O)c2ccc(F)cc2)[C@@H](C)CN([C@H](C)CO)C(=O)c2cc(NC(=O)c3ccccc3)ccc2O1 | 4% |
| CCc1ccccc1-n1nnnc1SCC(=O)Nc1cc(C)on1 | 2% |

More records
| SMILES | aSyn tox rescue |
| --- | --- |
| Cc1ccc(SCC(=O)Nc2c(Br)cnn2C)cc1 | -1% |
| C#CCSc1cc(C(F)(F)F)nc(-c2ccccn2)n1 | 5% |
| Cc1ccc(C(=O)NC2(C(F)(F)F)N=C(c3ccccc3)N(Cc3ccccc3)C2=O)cc1 (stereo not given) | -7% |
| Cc1cccc(C(=O)Nc2sc3c(c2C(=O)NCc2ccco2)CCCC3)c1 | -7% |
| CCc1nn(CC(=O)NCCCOC)c(=O)c2cc3occc3n12 | -4% |
| COc1ccc(CCNC(=O)CSc2cn(Cc3cccc(C)c3)c3ccccc23)cc1OC | 7% |
| COc1cccc(CNC(=O)c2cc(S(=O)(=O)N3CCCCCC3)cn2C)c1 | 5% |
| Cc1csc(NC(=O)CCC(=O)N(CC(=O)NC2CCCC2)Cc2ccccc2)n1 | 5% |
| COc1cccc(Cn2c(C)c(CNC3CCCCC3)c(C(=O)O)c2C)c1 | 3% |
| Cc1ccc(CN(C)C(=O)c2ccc(NS(=O)(=O)c3ccc4[nH]c(=O)[nH]c4c3)cc2)cc1 | 5% |
| CC1CCN(S(=O)(=O)c2ccc3c(c2)CCN3C(=O)Nc2ccccc2Br)CC1 | -7% |
| O=C(CSc1c[nH]c2ccccc12)NCc1ccc2c(c1)OCO2 | 6% |
| CCOc1ccc(OC(=O)c2cn(-c3ccc(C)cc3)c(=O)c3ccccc23)cc1 | 9% |
| O=C1OC(C(=O)Nc2cccc(Br)c2)Cc2ccccc21 (stereo not given) | -7% |
| Oc1c(C(c2ccccc2)N2CCOCC2)sc2nc(-c3ccco3)nn12 (stereo not given) | -1% |
| C=Cc1ccc(Cn2nc(-c3ccc(C)cc3)ccc2=O)cc1 | ? |
| Cc1nn2c3c(cnc2c1-c1ccc(Cl)cc1)C(=O)CC(c1ccc(C(C)C)cc1)C3 (stereo not given) | 0% |
| COc1ccc(N2CC(NS(=O)(=O)c3cccnc3)CC2=O)cc1OC (stereo not given) | -1% |
| CCOC(=O)C1=C(COC(=O)c2cccc(N(C)C)c2)NC(=O)NC1C (stereo not given) | -10% |
| O=C(Nc1ccc2c(c1)N(C1CCCC1)C(=O)c1ccccc1S2)c1ccccc1 | -4% |

(cont.)
| SMILES | aSyn tox rescue |
| --- | --- |
| CCOC(=O)c1[nH]c(C)c(CCC(=O)NCc2ccc(C)cc2)c1C | -4% |
| Cc1cccc2cc(CN(CCN3CCOCC3)C(=O)Nc3ccccc3F)c(=O)[nH]c12 | 6% |
| COc1cccc(Cn2nnc(C(=O)Nc3ccc(C)cc3)c2N)c1 | -1% |
| COC(=O)c1oc2ccc(Br)cc2c1NC(=O)CCCN1C(=O)c2ccccc2C1=O | 5% |
| Cc1cccc(C(=O)Nc2cc3c(cc2N2CCOCC2)n(C)c(=O)n3C)c1 | -12% |
| CCOC(=O)C(=O)NCc1ccc(/C=C2/N=C(C)C(C(=O)OCC)=C2O)o1 | 5% |
| O=C(COc1ccc(Br)cc1)NCCCNC(=O)c1cnccn1 | 4% |
| CN(C)C(CNC(=O)c1cccc(S(=O)(=O)N2CCc3ccccc3C2)c1)c1ccccc1 (stereo not given) | -1% |
| CCn1c(=O)c(=O)[nH]c2cc(C(=O)N(C)Cc3ccc(OC)c(F)c3)ccc21 | -1% |
| O=C(c1ccc2c(c1)OCCO2)N(Cc1cccnc1)c1nc2ccc(Cl)cc2s1 | -4% |
| COc1ccc(Nc2oc(-c3ccc(COc4ccc(OC)cc4)o3)nc2C#N)cc1 | -7% |
| O=C(NCc1ccccc1)c1ccc(CS(=O)(=O)Cc2ccccc2F)o1 | 1% |
| CCn1c(C)c(C2N3CC4(C)CN2CC(C)(C3)C4=O)c2ccccc21 (stereo not given) | -9% |
| COc1ccccc1Cn1cc(C(=O)c2ccc(Cl)cc2)c(=O)c2ccccc21 | 5% |
| CCOP(=O)(OCC)c1nc(-c2cccc3ccccc23)oc1N1CCOCC1 | 5% |
| CCCOC(=O)c1c(NC(=O)c2nc3ncccn3n2)sc(C(=O)OCC)c1C | -1% |
| CCc1cc(C(=O)Nc2cc(S(=O)(=O)N(CC)CC)ccc2N2CCN(C)CC2)sc1C | 15% |
| CCc1cccc(OCC(=O)Nc2ccc(S(=O)(=O)Nc3cc(C)nc(C)n3)cc2)c1 | -3% |
| Cc1cccc(NC(=O)CNC(=O)c2ccc(-n3cncn3)c([N+](=O)[O-])c2)c1C | 10% |
| Cc1nnc(NC(=O)CSc2cn(CCNC(=O)c3ccccc3)c3ccccc23)s1 | 0% |

(list continues)
| SMILES | aSyn tox rescue |
| --- | --- |
| CN(C)CCOCCOc1ccc(Cl)c2ccccc12 | 1% |
| CC(C)CCNC(=O)C(=O)Nc1c2c(nn1-c1ccc(Cl)cc1)CSC2 | 2% |
| COc1ccc(-c2[nH]n(-c3ccc([N+](=O)[O-])cc3)c(=O)c2C=NCC2CCCO2)cc1 (stereo not given) | 5% |
| O=C(NCc1ccccc1)c1ccc(S(=O)(=O)N2CCCCCC2)cc1 | 1% |
| COc1cc(NC(=O)C2=CC(c3ccco3)=NS(=O)(=O)N2C)cc(OC)c1OC | -5% |
| Cc1cccc(OCCCn2c(=O)oc3ccccc32)c1 | 9% |
| O=C(Cc1ccc(F)cc1)Nc1cccc(S(=O)(=O)N2CCCC2)c1 | -3% |
| Cc1ccc(-n2c3c(c(=O)[nH]c2=O)C(NS(=O)(=O)c2ccc(Cl)cc2)(C(F)(F)F)C(=O)N3)cc1 (stereo not given) | 1% |
| O=C(/C=C\c1ccccc1OC(=O)c1ccccc1F)c1cc2ccccc2o1 | 16% |
| CCOC(=O)C1CCCN(C(=O)c2ccc(Cl)c(S(=O)(=O)N3CCCCCC3)c2)C1 (stereo not given) | -4% |
| CCc1ccc(NC(=O)c2cc3ccccn3n2)cc1 | -14% |
| COCCNC(=O)CS(=O)(=O)Cc1nc(-c2ccc(C)cc2)oc1C | 5% |
| O=C1N=C(N2CCOCC2)S/C1=C\c1ccncc1 | -46%[inhibitor] |
| CC1Cc2ccccc2N1S(=O)(=O)c1nnc(NC(=O)c2ccccc2Br)s1 (stereo not given) | -16% |
| Cc1ccc(C)c(NC(=O)CN(C)C(=O)c2ccccc2OCc2ccccc2Cl)c1 | -3% |
| CCOC(=O)N1CCN(Cc2nc3cc(NC(=O)CC)ccc3n2C(C)C)CC1 | -9% |
| CCOC(=O)c1cc(-c2ccc(OC)c(S(=O)(=O)Nc3ccc(OC)cc3OC)c2)on1 | 3% |
| Cn1c(=O)c2c(-c3ccccc3)n3c4ccccc4nc(-c4ccccc4)c3c2n(C)c1=O | -23% |
| CCOC(=O)c1cnc2cc(C(F)(F)F)ccc2c1N1CCN(c2cccc(Cl)c2)CC1 | -1% |
| CC1CCc2c(sc(NC(=O)C3c4ccccc4Oc4ccccc43)c2C(=O)OC(C)C)C1 (stereo not given) | 8% |

Further records
| SMILES | aSyn tox rescue |
| --- | --- |
| Cc1ccc(C)c(NC(=S)N(CCN(C)C)C(C)c2ccccn2)c1 (stereo not given) | 8% |
| CCCNC(=O)C(=O)Nc1ccc2c(c1)N(S(=O)(=O)c1cccs1)CCC2 | -3% |
| O=C(COCc1cc(-c2ccc3c(c2)OCO3)on1)N1CCN(c2ccccc2)CC1 | 0% |
| O=C(CCN1C(=O)/C(=C/c2cccs2)SC1=S)Nc1cccc(C(=O)O)c1 | 9% |
| COc1ccc(-c2csc(-c3cc4ccccc4oc3=N)n2)cc1 | 5% |
| O=C(OCCN1CCCC1=O)c1cc(F)c(F)c(F)c1F | 2% |
| Cc1ccc(OCC(=O)N/N=C\c2cn(Cc3ccccc3)c3ccccc23)cc1C | 16% |
| Cc1cccc(Nc2nnc(-c3ccc(C)c(S(=O)(=O)NCC4CCCO4)c3)c3ccccc23)c1 (stereo not given) | 5% |
| COCCn1c(=O)[nH]c2cc(C(=O)NCc3ccccc3Cl)ccc2c1=O | 2% |
| CCOc1ccc(S(=O)(=O)Nc2ccc(C(=O)NCC3(N4CCCCC4)CCCCC3)cc2)cc1 | 2% |
| Cc1ccc(S(=O)(=O)N=N/C=C2\C=CC=CN2O)cc1 | -4% |
| COc1cccc(NC(=O)CN(C)C(=O)c2ccc3c(c2)S(=O)(=O)N=C2CCCCCN23)c1 | -7% |
| CC(=O)Nc1cccc(N(C(=O)C2COc3ccccc3O2)C(C(=O)NC2CCCCC2)c2cn(C)nc2C)c1 (stereo not given) | -7% |
| COc1ccc(NC(=S)N2CCCC2c2ccc(OC)c(OC)c2)cc1 (stereo not given) | 7% |
| O=C(O)c1ccccc1C(=O)OCC1CCC(=NO)CC1 (stereo not given) | -2% |
| CN(C)CCCN(C(=O)c1ccc(S(=O)(=O)N2CCc3ccccc3C2)cc1)c1nc2c(F)cc(F)cc2s1 | 1% |
| COc1ccc(C(=O)NCCS(=O)(=O)NCc2ccc(C)cc2)cc1 | 2% |
| C/C(=N\NC(=O)CN1CCCCC1)c1cccc([N+](=O)[O-])c1 | -2% |
| Cc1cc(C)n(C(=O)C(C(=O)c2ccccc2)C(C)C)n1 (stereo not given) | -20% |
| CS(=O)(=O)Nc1ccc(C(=O)Nc2ccc3c(c2)OCO3)cc1 | -3% |

Among those listed so far, four have a CF3 group.
| SMILES | aSyn tox rescue |
| --- | --- |
| C#CCSc1cc(C(F)(F)F)nc(-c2ccccn2)n1 | 5% |
| Cc1ccc(C(=O)NC2(C(F)(F)F)N=C(c3ccccc3)N(Cc3ccccc3)C2=O)cc1 (stereo not given) | -7% |
| Cc1ccc(-n2c3c(c(=O)[nH]c2=O)C(NS(=O)(=O)c2ccc(Cl)cc2)(C(F)(F)F)C(=O)N3)cc1 (stereo not given) | 1% |
| CCOC(=O)c1cnc2cc(C(F)(F)F)ccc2c1N1CCN(c2cccc(Cl)c2)CC1 | -1% |

Exported field by field: part of the list above
COc1cccc(NC(=O)CN(C)C(=O)c2ccc3c(c2)S(=O)(=O)N=C2CCCCCN23)c1
  aSyn tox rescue: -7%

C=Cc1ccc(Cn2nc(-c3ccc(C)cc3)ccc2=O)cc1
  aSyn tox rescue: ?

CCCc1cc(C(=O)Nc2cc(C)ccc2O)no1
  aSyn tox rescue: -6%

Cc1ccc(C)c(NC(=S)N(CCN(C)C)C(C)c2ccccn2)c1 (stereo not given)
  aSyn tox rescue: 8%

(listing goes on)
| SMILES | aSyn tox rescue |
| --- | --- |
| O=C(COC(=O)c1ccc2[nH]c3c(c2c1)CCCC3)NC1CCS(=O)(=O)C1 (stereo not given) | 3% |
| CN(C)CCCNc1ncnc2scc(-c3ccccc3)c12 | -2% |
| CCOc1ccccc1NC(=O)N1CCC(N2CCN(Cc3ccccc3)C(=O)C2=O)CC1 | -2% |
| COc1ccc(C(=O)Nc2cc(C)nn2-c2ccc(F)cc2)cc1 | -6% |
| NC(=O)c1ccsc1NC(=O)COC(=O)c1cc(Cl)ccc1O | -9% |
| CNC(=S)n1cnc(N)n1 | -4% |
| Cc1ccc(C)c(-c2[nH]c3c(c2-c2c(-n4cccc4)n(C)c(=O)[nH]c2=O)c(=O)[nH]c(=O)n3C)c1 | -5% |
| Cc1ccc(-c2c(C(=O)N3CCOCC3)oc(=O)c3ccccc23)cc1 | -9% |
| COC(=O)c1c(NC(=O)c2ccccc2F)sc(C(=O)N2CCOCC2)c1C | 5% |

Look-ups from the results shown:
aSyn tox rescue result of C[C@@H]1CCCCO[C@@H](CN(C)S(=O)(=O)c2ccc(F)cc2)[C@@H](C)CN([C@H](C)CO)C(=O)c2cc(NC(=O)c3ccccc3)ccc2O1 → 4%
aSyn tox rescue result of O=C(/C=C\c1ccccc1OC(=O)c1ccccc1F)c1cc2ccccc2o1 → 16%
aSyn tox rescue result of Cc1nnc(NC(=O)CSc2cn(CCNC(=O)c3ccccc3)c3ccccc23)s1 → 0%
aSyn tox rescue result of CCOc1ccc(S(=O)(=O)Nc2ccc(C(=O)NCC3(N4CCCCC4)CCCCC3)cc2)cc1 → 2%
